PI5P4Ka inh – qHTS for Inhibitors of phosphatidylinositol 5-phosphate 4-kinase (PI5P4K); Phosphatidylinositol 5-phosphate 4-kinase type-2 alpha (Homo sapiens), P48426; max response, %; hit rate 1.2% among 330,000; PI5P4Kalpha enzyme, ADP-Glo luminescence, 60 min; stronger effect = lower value; AID 652105, 2013; active means max response of -50% or lower; inconclusive means between -30% and -50%; inactive means -30% or higher; further: value at the top dose of about 77 µM; on the % scale 0 is the no-effect control and ±100 the full control effect
Target sequence (P48426 whole entry, looked up): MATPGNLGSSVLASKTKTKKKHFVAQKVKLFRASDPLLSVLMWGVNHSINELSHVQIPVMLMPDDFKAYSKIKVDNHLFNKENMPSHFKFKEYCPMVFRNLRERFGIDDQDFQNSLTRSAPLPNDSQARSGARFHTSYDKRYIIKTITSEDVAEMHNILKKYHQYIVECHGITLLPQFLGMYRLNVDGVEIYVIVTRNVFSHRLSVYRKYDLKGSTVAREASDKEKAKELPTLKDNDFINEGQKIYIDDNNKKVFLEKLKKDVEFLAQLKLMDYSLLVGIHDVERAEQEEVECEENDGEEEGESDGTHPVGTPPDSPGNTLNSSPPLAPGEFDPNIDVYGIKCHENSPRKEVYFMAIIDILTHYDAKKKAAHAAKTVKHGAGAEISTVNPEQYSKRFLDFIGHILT
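ADP-Glo luminescence end-point after a 60 min room-temperature kinase reaction. PI5P4Kalpha and substrate in HEPES pH 7.4 buffer with EGTA, 0.1% CHAPS and 5% DMSO; ATP at 5 microM final.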
WRN inhibitor – qHTS for Inhibitors of WRN Helicase. Potency, µM (top dose mostly 114 µM), without a hit: top-dose activity change, negative = inhibition, usual class: inhibitors. WRN helicase unwinding, fluorescent forked duplex, kinetic. AID 651768, 2012. hit rate 0.46% among 360,000; further: potency means the concentration at half of the fitted maximal effect; on the % scale 0 is the no-effect control and ±100 the full control effect; nearly all actives have a fitted effect of over 55% in size
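Fluorescence dequenching readout, ex 525 nm/em 598 nm, kinetic mode: forked duplex DNA (100 nM final) with adjacent fluorophore and quencher unwound by WRN (20 nM final) with 2 mM ATP. Compound preincubation 15 min, room temperature.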
PLK1 PBD block – qHTS for Inhibitors of PLK1-PDB (polo-like kinase 1 - polo-box domain): Primary Screen | Serine/threonine-protein kinase PLK1 (Homo sapiens), P53350 | Plk1 PBD binding of FITC phosphopeptide, fluorescence polarization | Potency, µM, without a hit: max response, negative = inhibition, most hits filed as inhibitors | hit rate 2.8% among 360,000; further: potency means the concentration at half of the fitted maximal effect; series mostly up to about 57 µM; on the % scale 0 is the no-effect control and ±100 the full control effect; nearly all actives have a fitted effect of over 65% in size
Target sequence (P53350 whole entry, looked up, the tested form may be a part): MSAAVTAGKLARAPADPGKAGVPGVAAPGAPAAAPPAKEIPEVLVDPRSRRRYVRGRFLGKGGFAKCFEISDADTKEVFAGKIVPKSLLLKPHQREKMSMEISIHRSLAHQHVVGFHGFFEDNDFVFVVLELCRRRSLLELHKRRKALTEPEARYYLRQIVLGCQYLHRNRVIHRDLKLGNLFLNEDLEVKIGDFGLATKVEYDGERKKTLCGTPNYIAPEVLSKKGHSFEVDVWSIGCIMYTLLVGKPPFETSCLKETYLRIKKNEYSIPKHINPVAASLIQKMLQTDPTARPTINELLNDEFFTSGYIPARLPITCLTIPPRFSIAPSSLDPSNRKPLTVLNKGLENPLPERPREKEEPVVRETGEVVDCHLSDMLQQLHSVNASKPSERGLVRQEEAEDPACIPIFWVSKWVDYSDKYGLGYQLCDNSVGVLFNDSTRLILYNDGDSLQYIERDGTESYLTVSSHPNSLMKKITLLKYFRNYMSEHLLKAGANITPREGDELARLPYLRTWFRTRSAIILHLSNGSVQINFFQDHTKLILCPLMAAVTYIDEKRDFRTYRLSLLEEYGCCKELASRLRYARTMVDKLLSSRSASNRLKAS
IL2 activator – qHTS of IL-2 Activators; AID 652025, 2013; hit rate 0.065% among 360,000; IL-2 activation reporter assay, cell-based qHTS; stimulated with anti-CD3/CD4/CD28 beads; in transgenic mouse T cells; activation, % (series mostly up to about 46 µM); in the data active means activation above about 50%; inconclusive means mostly about 30% to 49%; further: 0% is about no effect
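Unstimulated transgenic mouse T cells; 60-min compound exposure; bead-based TCR/CD4/CD28 stimulation; 18 h culture, 37 degrees C; dual fluorescence (EGFP, DsRed) plate cytometry.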
FUS suppressor – qHTS for Suppressors of FUS Proteinopathy: Primary screen using FUS-linked yeast assay | Potency, µM (titrated, usually from 76.6 µM), inactives show at the top dose growth rescue (activation), hits mostly activators | S. cerevisiae FUS-expressing, growth rescue, OD600, 24 h | hit rate 0.24% among 390,000;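 further: potency means the concentration at half of the fitted maximal effect; plate controls were DMSO vehicle for no effect and reference control for full effect; nearly all actives have a fitted effect of over 55% in size; some results filed as inactive show a strong effect at the top dose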
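Compound concentration series was pinned onto galactose-induced FUS-expressing yeast seeded at OD 0.005. Plates sat 24hr at 30C; absorbance at 600 nm gave growth. DMSO served as background control.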
EPAC1 agonist – qHTS for Agonist of cAMP-regulated guanine nucleotide exchange factor 3 (EPAC1): primary screen; EPAC1 agonist qHTS, biochemical assay; response scale: 100% = response to 6.5 mM cAMP; Potency, µM (titrated, usually from 154 µM), for inactives: top-dose activation, most hits filed as activators; AID 720707, 2013; hit rate 0.073% among 360,000; further: potency means the concentration at half of the fitted maximal effect; nearly all actives have a fitted effect of over 60% in size
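Fluorescent GDP-exchange assay: 100 nM EPAC1 with 250 nM Rap1B preloaded with BODIPY-GDP and 50 uM GDP; compounds tested as concentration series, 5 min at room temperature, then read every 5 min for 30 min (ex 480/em 540 nm); normalized to 6.5 mM cAMP.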
Abeta rescue – qHTS for compounds that reverse cellular toxicity of Amyloid beta (A-beta) peptide in yeast: Primary Screen; yeast expressing A-beta42, growth rescue, OD600, 48 h; response scale: 0% DMSO, 100% iron-clioquinol control; Potency, µM (highest dose often 46.1 µM), inactives show at the highest dose growth rescue, hits mostly activators; hit rate 0.063% among 410,000; AID 1347071, 2019; further: potency means the concentration at half of the fitted maximal effect; nearly all actives have a fitted effect of over 55% in size
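Yeast A-beta toxicity model in growth medium with pinned compounds, 48 h at 30 C; growth read as absorbance at 600 nm. Normalized to FeCl3/clioquinol equimolar mix (positive) and DMSO (negative).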
EPAC1 antagonist – qHTS for Antagonist of cAMP-regulated guanine nucleotide exchange factor 3 (EPAC1): primary screen; Rap guanine nucleotide exchange factor 3 (Homo sapiens), O95398; Potency, µM (titrated, usually from 115 µM), for the others: at the highest dose activity change, negative = inhibition, actives largely listed as inhibitors; AID 720709, 2013; hit rate 0.14% among 360,000; EPAC1 GEF assay, Rap1b-BODIPY-GDP exchange fluorescence;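 further: potency means the concentration at half of the fitted maximal effect; plate controls were vehicle for no effect and positive control for full effect; nearly all actives have a fitted effect of over 50% in size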
Numbers without * were called inactive; ? = inconclusive; / = not tested or not shown; & = joins results of further samples; [ ] = another dose, or the depositor's remark. Unless noted, the call rests on the fitted dose curve; in most records, active means well fitted curve in the direction sought with a large enough effect; inconclusive means small, poorly fitted or top-dose-only effect, or another doubt; inactive means no such curve, though single readings can be large; an effect the other way counts as inactive or inconclusive.

nr | SMILES | FUS suppressor | Abeta rescue | PLK1 PBD block | PI5P4Ka inh | EPAC1 antagonist | WRN inhibitor | EPAC1 agonist | IL2 activator
1 | CCOC(=O)C(=O)c1c(C)cc2ccccn12 | 4% | 4% | ? | 0 | -9% | 6% | 13% | 1.0
2 | COC(=O)c1ccc(Cl)cc1NC(=O)/C=C/c1ccc(C)o1 | -12% | -12% | -13% | -3 | -21% | -1% | -1% | -0.8
3 | Cc1ccc(C2=NS(=O)(=O)N(C)C(C(=O)N(C)C3CCCCC3)=C2)cc1 | 37% | -11% | -6% | 7 | -7% | -5% | -11% | -4.5
4 | Cc1ccc(NC(=O)CSc2nnc(-c3ccncc3)n2N)cc1C | 5% | 1% | -8% | / | -25% | 1% | 0% | -2.6
5 | C/C(=C\c1ccccc1)C(=O)N1CCN(Cc2ccc3c(c2)OCO3)CC1 | -17% | -6% | 4% | -1 | -6% | 11% | 2% | 0.3
6 | Cc1cccc(NNC(N)=S)c1C | -6% | 32% | -8% | -1 | -16% | -2% | 5% | -0.7
7 | CCOC(=O)c1ccc(NC(=O)CSc2nnc(-c3cccs3)n2CC)cc1 | 32% | 13% | -3% | / | 11% | -15% | -5% | -1.2
8 | COCCCN(C(=O)c1ccc(-c2ccc(C(C)=O)cc2)o1)c1c(N)n(CC(C)C)c(=O)[nH]c1=O | / | 5% | -6% | 6 | 5% | -8% | 5% | -0.8
9 | CNc1cncc(-c2cccc(C(C)=O)c2)n1 | 8% | -11% | -9% | -1 | 17% | 2% | 14% | -0.5
10 | C#CCOCCOCCOCCNc1nc(N2CCN(C(=O)[C@H](CCCN=C(N)N)n3cc(C(N)[C@@H](C)CC)nn3)CC2)nc(N2CCN(C(=O)[C@H](CCC(=O)O)n3cc([C@@H](N)CC(N)=O)nn3)CC2)n1 (stereo partly drawn) | 0% | -11% | -26% | -13 | 5% | 3% | -6% | -0.2
11 | CCN=c1scc(C)n1/N=C/c1ccsc1 | 12% | 8% | -1% | 2 | -3% | -6% | 1% | 1.2
12 | CCn1c(C)cc(/C=C2\NC(=O)N(Cc3ccc(Cl)cc3)C2=O)c1C | ? | -6% | -13% | / | -7% | -6% | 2% | -0.7
13 | CNS(=O)(=O)c1ccc(NC(=O)Nc2ccc3c(c2)OCO3)cc1 | -2% | 4% | -7% | -4 | -9% | -11% | -4% | -3.2
14 | Cc1cc(S(=O)(=O)NCc2cccnc2)ccc1F | 0% | 4% | 5% | 2 | ? | -4%[57.1 µM] | 3% | -0.4
15 | O=[N+]([O-])c1cc(S(=O)(=O)NCCN2CCOCC2)ccc1Sc1nnnn1-c1ccccc1 | -7% | 24% | -5% | -8 | -14% | 0% | 2% | -2.9
16 | Cn1c(=O)c2c(nc(CN3CCC(C(N)=O)CC3)n2CCCc2ccccc2)n(C)c1=O | 21% | 4% | -3% | / | 15% | 4% | 9% | -2.1
17 | Cc1cccc(N2CCN(C(=O)c3cc(S(=O)(=O)N4CCCC4)cn3C)CC2)c1C | ? | -9% | -17% | 4 | -12% | -6% | -14% | -1.2
18 | CC(CNC(=O)c1ccc(C(C)(C)C)cc1)CN(C)C (stereo not drawn) | / | 7% | -6% | 0 | -10% | -27% | -4% | 0.2
19 | c1ccc2c(c1)CCN2CCN1CCc2ccccc21 | ? | -24% | -11% | -13 | -5% | 8% | 3% | 0.8
20 | COc1ccc(C(=O)Nc2cccc(-c3nc4ncccc4o3)c2C)cc1 | -4% | 9% | -6% | 4 | -12% | -2% | 3% | -0.7
21 | CN1CCN(c2cc(C(F)(F)F)nc3ccc(F)cc23)CC1 | 10% | 2% | -1% | -4 | 13% | 16% | 0% | 0.4
22 | CSc1nccc(-c2nn(-c3ccc(C)cc3)ccc2=O)n1 | 12% | -23% | ? | -4 | -1% | -2% | 1% | -0.3
23 | COc1ccc(OC)c(S(=O)(=O)NCCCN2CCCC2=O)c1 | 9% | 9% | -8% | -2 | -4% | 0% | 15% | -0.1
24 | Cc1ccc(C(=O)NCC(=O)OCC(=O)NCC(F)(F)F)cc1 | -15% | 1% | -4% | -6 | 4% | 0% | 5% | -0.6
25 | COc1ccc(NC(=O)CSc2nccn2Cc2ccc(F)cc2)cc1 | / | 0% | -10% | 2 | -15% | -24% | 3% | -3.5
26 | COc1ccc(-c2cc3ccccc3n2CC(O)CNC(CO)(CO)CO)cc1 (stereo not drawn) | 22% | 2% | -1% | / | 13% | -2% | -4% | -2.5
27 | O=C(CN1CCN(c2nc(-c3ccccc3)cs2)CC1)NNC(=O)c1ccco1 | 15% | 12% | 1% | 1 | 10% | 4% | -8% | -0.7
28 | CC12CCC(C(=O)N(CSC(=S)N/N=C\c3ccccc3)C1=O)C2(C)C (stereo not drawn) | 20% | ? | 3.4µM* | ? | -14% | 2% | 8% | -0.6
29 | COc1ccc(OC)c(C2=NOC(C(=O)Nc3cccnc3)C2)c1 (stereo not drawn) | 22% | 4% | -3% | / | 10% | 8% | 4% | -1.9
30 | COc1ccccc1N(CC1CO1)S(=O)(=O)c1ccccc1 (stereo not drawn) | -13% | -9% | -6% | 0 | -1% | -3% | 1% | -2.4
31 | O=C(CSc1nnc(Nc2ccccc2)s1)NCCN1C(=O)CSC1=O | 20% | -8% | -3% | 2 | 11% | 2% | -2% | 1.7
32 | Brc1ccc(-c2ccc(/C=N/Nc3nc4ccccc4[nH]3)o2)cc1 | 38% | -26% | -12% | ? | 0% | 6% | 4% | -0.3
33 | Cc1nc(SCC(=O)NCCc2ccccc2)nc(C)c1C | 16% | 19% | -2% | 1 | -8% | -6% | -6% | 0.2
34 | CCn1c(=O)cc(SCC(=O)N2CCN(C3CCCCC3)CC2)c2ccccc21 | 5% | -1% | 0% | / | 15% | -5% | 0% | 1.1
35 | CC1CCCN(S(=O)(=O)c2ccc(S(=O)(=O)NC(C)c3cccs3)cc2)C1 (stereo not drawn) | 32µM* | -22% | ? | / | -9% | -17% | 21% | -2.4
36 | CC1(C)Cc2ccccc2C(/C(=N\Nc2cccc(Cl)c2)C(N)=O)=N1 | ? | -5% | -4% | 0 | -5% | -8% | -4% | -5.7
37 | CCOc1cc(C)c(S(=O)(=O)NCCCn2ccnc2)cc1C | -18% | -7% | -2% | -1 | -2% | 0% | 10% | 0.7
38 | COc1ccc(/C=C/CN2CCC(n3nccc3NC(=O)C3CCCC3)CC2)cc1 | 9% | -14% | -6% | -1 | 1% | 6% | -5% | -4.5
39 | CN(C(=O)c1ccc2c(c1)CCO2)C(C)(C)C | -3% | -7% | -24% | -5 | -4% | -28% | -3% | 6.7
40 | CCOc1ccc(CCNC(=O)C(C)N2C(=O)CC(C)(C)Sc3ccccc32)cc1 (stereo not drawn) | 21% | 12% | -4% | 1 | 4% | -5% | -5% | -1.9

Just PI5P4Ka inh, IL2 activator and EPAC1 antagonist, for 2 of the compounds above:
cpd	SMILES	PI5P4Ka inh	IL2 activator	EPAC1 antagonist
25	COc1ccc(NC(=O)CSc2nccn2Cc2ccc(F)cc2)cc1	2	-3.5	-15%
8	COCCCN(C(=O)c1ccc(-c2ccc(C(C)=O)cc2)o1)c1c(N)n(CC(C)C)c(=O)[nH]c1=O	6	-0.8	5%

Continued.
nr | SMILES | FUS suppressor | Abeta rescue | PLK1 PBD block | PI5P4Ka inh | EPAC1 antagonist | WRN inhibitor | EPAC1 agonist | IL2 activator
41 | O=c1c2sccc2[nH]c(=S)n1Cc1ccccc1 | -17% | 14% | -20% | -5 | 20% | -36%[57.1 µM] | 2% | -0.7
42 | CN1C[C@H](C(=O)N[C@]2(C)O[C@@]3(O)[C@@H]4CCCN4C(=O)[C@H](Cc4ccccc4)N3C2=O)CC2c3cccc4[nH]cc(c34)C[C@H]21 (stereo partly drawn) | 29%&15% | -19%&-6% | -19%&6% | -2&5 | 6%&5% | 7%&-1% | -16%&-10% | -0.4&0.4
43 | COCCNC(=O)c1cn(C)c2ccc(S(=O)(=O)N(C)C3CCCCC3)cc2c1=O | 16% | -6% | -2% | 3 | -6% | 12% | 12% | -2.6
44 | O=C(NNC(=O)C1CCN(S(=O)(=O)c2ccccc2)CC1)c1ccccc1O | 24% | -2% | -3% | -1 | -22% | -9% | 6% | -3.4
45 | C=CCCCCCCCCC(=O)N1CCN(c2cc3c(cc2F)c(=O)c(C(=O)O)cn3CC)CC1 | -19% | -12% | -2% | -2 | 18% | -3% | 5% | -3.2
46 | COc1ccc(CCN2CC(C(=O)N(C)Cc3ccccc3OC)CCC2=O)cc1 (stereo not drawn) | 14% | -4% | -12% | 0 | -7% | 3% | 3% | 0.8
47 | O=C(NNc1nc2c(F)cc(F)cc2s1)c1ccccc1 | -11% | 10% | -3% | -4 | -21% | -6% | -6% | -1.1
48 | CC1=C(C(=O)N2CCOCC2)CC(CC(=O)NCc2ccco2)C(=O)N1Cc1ccccc1 (stereo not drawn) | -19% | 2% | -14% | 5 | ? | -1% | -7% | 3.1
49 | Cc1ccc(S(=O)(=O)Nc2ccc3cc([N+](=O)[O-])ccc3c2[N+](=O)[O-])cc1 | 20% | -92%[inhibitor] | 24µM* | -27 | 79µM* | -17%[11.6 µM] | -2% | 0.6
50 | O=C(Nc1ccc(Cl)cc1)c1ccc2snnc2c1 | -5% | -2% | -1% | -3 | -6% | 5% | 1% | -2.8
51 | CCOC(=O)c1ccc2nc(NC(=O)c3ccco3)sc2c1 | -4% | -18% | -24% | 2 | -5% | -3% | -6% | 0.2
52 | Cc1ccc2c(c1)C(=NC1CCCCC1)c1cc3ccccc3nc1-2 | -3% | -23% | -1% | -3 | -16% | -9%[57.1 µM] | -4% | 5.1
53 | CCN(C(=O)COC(=O)c1ncc(Cl)c(Cl)c1Cl)c1c(N)n(Cc2ccccc2)c(=O)[nH]c1=O | -15% | 2% | 6% | 0 | -5% | 8% | 2% | 0.6

Compound activity as filed in PubChem BioAssay.
